GIRK2 act = Activators of human GIRK2-containing channels; activation (% efficacy), % for hits at 37.5 µM; 34,000 tested, under 10 active; P48051; AID 1259324; HEK293 GIRK2/NPY4 cells, thallium flux fluorescence;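 active = primary screen hit, no activity in plain HEK293 cells, and in GIRK2-only cells above 5% efficacy rising with concentration; inactive = the rest, including fluorescent compounds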;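 note: efficacy is normalized control-subtracted fluorescence 15 s after thallium addition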
Calls only; i = inactive. This is a subset; count on the stated rates, not on these rows.

SMILES | GIRK2 act
O=C(CCSc1ccccc1)NCC(c1ccco1)N1CCOCC1 (configuration not stated) | i
O=C(Cn1c(=O)cnc2cc(C(=O)NC3CCCC3)ccc21)NCc1ccc(F)cc1F | i
COc1cc(Cl)c(C)cc1NC(=O)c1c(C)cc(C)cc1C | i

Ordered by formula weight (descending): part of the list above.
SMILES | GIRK2 act
O=C(Cn1c(=O)cnc2cc(C(=O)NC3CCCC3)ccc21)NCc1ccc(F)cc1F | i
O=C(CCSc1ccccc1)NCC(c1ccco1)N1CCOCC1 (configuration not stated) | i
COc1cc(Cl)c(C)cc1NC(=O)c1c(C)cc(C)cc1C | i

Assay outcomes (PubChem)
